# Shiga inhibitor: blocks Shiga toxin action in Vero cells. 290,000 tested, 9.2% active. inhibition, % at 38.7 µM. Vero cells, Shiga toxin protein synthesis inhibition reporter; in the data active = inhibition mostly above about 28%, no sharp cut-off; inactive = mostly below about 43%; note: 0% is about no effect
# Pf growth 48h: P. falciparum growth inhibition at 48 hours (one generation); P. falciparum luciferase growth in erythrocytes, 48 h; Potency, µM (highest dose often 28.7 µM), without a hit: at the top dose activity change, negative = inhibition, hits mostly inhibitors; 310,000 tested, 5.9% active; AID 504832; note: potency is the fitted concentration of half-maximal effect; % is set by controls: 0 for no effect and ±100 for the full control effect
#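 Firefly luciferase activity from engineered P. falciparum reports growth; inhibitors lower the luminescent signal. Cultures contained 2% hematocrit erythrocytes at 0.1% final parasitemia.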
# Giardia FBPA inh: Giardia lamblia aldolase inhibition; A8B2U2; 290,000 tested, 0.71% active; AID 2451; Potency, µM (titrated, usually from 59.6 µM), inactives show at the top dose activity, negative = inhibition, usual class: inhibitors; purified Giardia FBPA; note: potency is the fitted concentration of half-maximal effect; % is set by controls: 0 for no effect and ±100 for the full control effect; nearly all actives have a fitted effect of over 55% in size
# Target sequence (A8B2U2 whole entry, looked up): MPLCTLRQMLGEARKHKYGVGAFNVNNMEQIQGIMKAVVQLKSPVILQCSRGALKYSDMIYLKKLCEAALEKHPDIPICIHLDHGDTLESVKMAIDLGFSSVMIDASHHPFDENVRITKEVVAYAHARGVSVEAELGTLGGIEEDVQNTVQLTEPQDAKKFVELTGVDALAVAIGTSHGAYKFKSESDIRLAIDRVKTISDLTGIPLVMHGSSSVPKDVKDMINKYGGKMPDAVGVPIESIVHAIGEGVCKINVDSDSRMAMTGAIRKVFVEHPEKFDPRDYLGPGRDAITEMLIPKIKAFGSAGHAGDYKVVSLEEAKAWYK
#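 Giardia FBPA (40 nM reagent) was preincubated 10 min at RT with compound (up to 57.5 uM final), then substrate plus GAPDH/TPI/NAD/arsenate coupling system with diaphorase/resazurin was added; resorufin fluorescence (525/598 nm) was read after 20 min.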
# Sm TGR inh: S. mansoni TGR enzyme inhibition. Q962Y6. purified TGR, DTNB reduction, TNB absorbance 405 nm. Potency, µM (series often up to 114 µM), for the others: top-dose activity change, negative = inhibition, most hits filed as inhibitors. 360,000 tested, 3% active. AID 485364; note: potency is the fitted concentration of half-maximal effect; % is set by controls: 0 for no effect and ±100 for the full control effect; nearly all actives have a fitted effect of over 60% in size
#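 Kinetic colorimetric format: TGR-catalysed, NADPH-driven DTNB reduction monitored via TNB absorbance. Enzyme dispensed at 20 nM; compound exposure 15 min at room temperature before reaction start.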
# Pf growth 96h: P. falciparum growth inhibition at 96 hour, primary screen for plastid delayed-death inhibitors | P. falciparum luciferase reporter growth, 96 h | Potency, µM (doses to about 28.7 µM), without a hit: at the top dose activity change, negative = inhibition, usual class: inhibitors | 320,000 tested, 6.9% active; note: potency is the fitted concentration of half-maximal effect; % is set by controls: 0 for no effect and ±100 for the full control effect
#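 Plates of compound plus infected erythrocytes (2% hematocrit, 0.05% parasitemia final) incubate 96 hours, 37 C, 5% CO2. Detection reagent added; reduced luminescence from the parasites' luciferase reporter flags inhibition.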
# CHX counter: counter-screen for Shiga toxin inhibitors: cycloheximide protein synthesis inhibition. cell reporter, cycloheximide protein synthesis inhibition counterscreen. max response, %. 300,000 tested, 12% active. AID 2314; in the data active = max response mostly above about 13%, no sharp cut-off; inactive = mostly below about 14%; note: read at 38.3 µM for the half of the compounds with a filed dose; 0% is about no effect
# An asterisk follows results filed as active; i = inactive; ? = inconclusive; nt = no result given; & = joins results of further samples; ! = repeats disagree; [ ] = dose if it differs, or a comment. Unless noted, calls come from the whole dose curve; as a rule, active = well fitted curve in the direction sought with a large enough effect; inconclusive = small, poorly fitted or top-dose-only effect, or another doubt; inactive = no such curve, though single readings can be large; an effect the other way counts as inactive or inconclusive.
SMILES,Shiga inhibitor,Pf growth 48h,Giardia FBPA inh,Sm TGR inh,Pf growth 96h,CHX counter
COc1cccc(OC)c1C(=O)N1CCN(Cc2ccc3c(c2)OCO3)CC1,-9,1%,?,4%,7%,-2
N#Cc1ccc(C(c2nnnn2Cc2ccccc2)N2CCCC2)cc1 (stereo unspecified),14,-14%,nt,9%,71%[activator],-4
CCC1S/C(=N/N=C/c2ccco2)N(Cc2ccc(F)cc2)C1=O (stereo unspecified),24,?,-4%,?,?,12
O=C(COc1cc(Cl)c(Cl)cc1Cl)Nc1ccncc1,1,?,2%,-1%,3%,1
Cc1cccc(N(CC(=O)NCc2ccc3c(c2)OCO3)C(=O)CCC(=O)Nc2ccccn2)c1,0,13µM*,4%,-3%,161%[activator],-3
CC(C)CCN(C)c1ccc(/C=N/n2cnnc2)cc1,-17,6%,-12%,?,?,-3
O=C(Nc1ccc2c(c1)OCO2)c1ccc(CN2CCOCC2)cc1,60*,35%[activator],-2%,-1%,0%,40*
O=C(N/N=C/c1cc([N+](=O)[O-])ccc1O)C1CCCCC1,-7,?,-9%,-2%,?,-3
CCOc1cc(/C=N/NC(=O)CN2CCCCC2)ccc1O,-8,38%[activator],3%,-20%,?,-1
O=C(NCc1ccccc1)C(c1ccco1)N(C(=O)c1csnn1)C1CC1 (stereo unspecified),-8,40%,-4%,-1%,12%,-1
CCC1(C)OC(c2ccccc2)=C/C(=C/C=C2C(=O)NC(=O)NC2=O)O1 (stereo unspecified),-15,-9%,-2%,2%,?,-2
COc1ccc(CCCC(=O)O)c(C)c1,1,?,10%,3%,nt,1
COc1ccc(C(=O)COC(=O)c2cc3ccccc3oc2=O)c(OC)c1,nt,-6%,nt,0%,4%,nt
O=C(NCCCN1CCOCC1)c1ccc2c(c1)N(Cc1cccc(F)c1)C(=O)c1ccccc1S2,-12,?,nt,22µM*,16%,-8
Cc1cc(C)c(C#N)c(SCC(=O)N2CCCCC2)n1,-2,3%,-13%,-2%,nt,-2
O=C(NCCCN1CCOCC1)C1CCC(=O)N1C1CCCCC1 (stereo unspecified),-11,nt,2%,-28%,?,-2
O=C(c1ccc2c(c1)OCO2)N(c1ccc(Br)cc1)C1C=CS(=O)(=O)C1 (stereo unspecified),-12,-7%,1%,-25%,4%,-4
CCOc1ccc(N2CC(C(=O)NC3CCSC3=O)CC2=O)cc1 (stereo unspecified),-16,18%,15%,0%,23%,-3
CCOCC(=O)Nc1nc2ccc(OCC)cc2s1,112*,39%[activator],-1%,?,4%,52*
N=c1c[n+](-c2ccc(Cl)cc2)[n-]o1,-4,40%[activator],-1%[12.9 µM],13%,-3%,6
Cc1ccc(NC(=O)C[n+]2ccccc2)cc1[N+](=O)[O-],-7,-3%,0%,5%,39%[activator],-1
CCOC(=O)CC1=NN(c2ccccc2)C(=O)/C1=C\c1ccc(OC)cc1OC,-9,-13%,-7%,-7%,?,-2
Cc1ccc(Oc2nc(-c3cccnc3)nc3ccccc23)c([N+](=O)[O-])n1,-14,-4%,3%,-16%,5%,12
CC(C)CNC(=S)NC1CC2CCCC(C1)N2Cc1cccs1 (stereo unspecified),10,13µM*,2%,1%,3.7µM*,-1
CC/C(=N\NC(=O)c1c[nH]c2ccccc12)c1cccs1,61*,?,-12%,-3%,13µM*,62*
# (continued)
SMILES,Shiga inhibitor,Pf growth 48h,Giardia FBPA inh,Sm TGR inh,Pf growth 96h,CHX counter
Cc1ccc(CS(=O)(=O)c2ccccc2-c2nnc(-c3ccc(Cl)cc3)o2)cc1,-13,1%,4%,0%,-37%,-3
CCOC(=O)C(NC(=O)c1ccccc1F)(Nc1cc(C)on1)C(F)(F)F (stereo unspecified),-9,10%,0%,-18%,?,-1
O=C(COC(=O)CCSc1ccccc1)Nc1ccc(F)cc1Cl,20,-1%,9%,-21%,-14%,-1
N#CC1(C#N)C(c2ccccc2)OC23CCCCC2C1(C#N)C(=N)O3 (stereo unspecified),-11,18%,-24%,?,0%,-2
CC(C)C(C(=O)N1CCOCC1)N1C(=O)c2ccccc2C1=O (stereo unspecified),-14,12%,2%,?,10µM*,4
Cc1ccccc1Cc1c(C)nc2ncnn2c1C,-9,?,-5%,-33%,nt,-2
COc1ccc(NC(=S)NCCc2ccc(Cl)cc2)c(OC)c1,-13,-12%,9%,-3%,?,-1
O=[N+]([O-])c1ccc(CN2CCOCCOCCOCC2)cc1,13,-14%,0%,3%,14%,6
CCN(CC)CCN(C(=O)CCOc1ccccc1)c1nc2ccc(F)cc2s1,41,26%,-2%,?,49%[activator],14
Cc1ccccc1CNC(=O)CCC(=O)N1CCOc2ccccc21,4,44%[activator],11%,28%,71%[activator],1
C=CCSc1nc2c(c(=O)[nH]c(=O)n2C)n1C/C=C(/C)Cl,-13,nt,2%,-25%[11.4 µM],?,-3
CCN(CC)c1ccc(Nc2nc(Cl)ncc2Br)cc1,26,-16%,-6%,-24%,32%[activator],-2
Cc1ccc2c(CC(=O)NCCc3ccc(S(N)(=O)=O)cc3)coc2c1,-3,7%,2%,2%,0%,-3
CS(=O)(=O)NCCSCc1ccco1,32,32%[activator],-10%,20µM*,-18%,-5
CCC[C@@H]1CC2=CC(=O)CC[C@]2(C)[C@H]2CC[C@@]3(C)[C@@H](CC[C@@]34CCC(=O)O4)[C@H]12,-6,nt,-2%,nt,nt,-9
O=C(Nc1cc(Cl)ccc1N1CCOCC1)c1ccc(N2CCCC2=O)cc1,nt,?,nt,2%,?,nt
COCc1cc(C)nc(SCc2ccc(Cl)cc2)c1C#N,16,?,10%,-5%,2%,4
C=CCOC(=O)C1=C(C)NC(=O)NC1c1ccc(OCC)cc1 (stereo unspecified),-4,?,-2%,6%,9%,-2
CN(C)S(=O)(=O)c1ccc(Cl)c(NC(=O)CN2CCN(c3ccccn3)CC2)c1,-6,?,-3%,0%,?,0
COc1ccc(S(=O)(=O)N2Cc3ccccc3CC2C(=O)Nc2nccs2)cc1 (stereo unspecified),75*,168%[activator],-7%,-8%,188%[activator],29*
CN1CCN(c2c(F)cc3c(=O)c(C(=O)O)cn4c3c2OCN4C)CC1,-4,-30%&-2%,-21%,2%,15µM*!,-3
O=C1C(=O)N(Cc2ccncc2)C(c2cccc(O)c2)/C1=C(\O)c1ccc2c(c1)OCCO2 (stereo unspecified),78*,50%[activator],-17%,-34%,73%[activator],32*
CCOc1ccc(CNC(=O)c2ccc(Sc3ccc(C)cc3)c(NC(C)=O)c2)cc1,1,2%,2%,7%,34%[activator],-3
CC(C)(C)NC(=O)CSc1nc2ccccc2c(=O)[nH]1,18,12µM*,0%,7%,77%[activator],32*
COC(=O)Nc1ccc2c(c1)N(C(=O)CCN1CCN3CCCC3C1)c1ccccc1CC2 (stereo unspecified),-2&-12,-28%&-23%,-22%&-9%,-8%&5%,?,-4&2
# (continued)
SMILES,Shiga inhibitor,Pf growth 48h,Giardia FBPA inh,Sm TGR inh,Pf growth 96h,CHX counter
O=c1oc2c(CN3CCOCC3)c(O)ccc2c2ccccc12,47,?,-5%,0%,?,44*
CCCCNC(=S)NNC(=O)c1c(C)nc2ccccn12,-6,25%,-8%,26%,10%,6
COc1ccc2c(COC(=O)CNC(=O)C34CC5CC(CC(C5)C3)C4)cc(=O)oc2c1,3,-14%,-2%,0%,4%,1
CCOC(=O)Cc1nnc(NC(=O)Nc2ccccc2)s1,31,6%,25%,3%,-10%,16
COc1ccc2c(c1OC)C(=O)OC2Nc1nc(-c2cc3cc([N+](=O)[O-])ccc3oc2=O)cs1 (stereo unspecified),-3,3%,5%,-9%,nt,8
O=C(Nc1cc(C(F)(F)F)ccc1F)C1CCCCC1,27,nt,-16%,-20%,-30%,-1
O=C(O)C1=C[C@H](C2CC2)C[C@H](OCCCCO)O1,-18,68%[activator],5%,?,106%[activator],-1
COCCNC(=S)N1CCN(c2cccc(C(F)(F)F)c2)CC1,-11,-4%,0%,1%,?,-2
COc1ccc(CCN(C)C(=O)Cn2c(=O)oc3ccccc32)cc1OC,-9,3%,2%,6%,20%,0
N#Cc1cnn2c1nc(N1CCCCC1)c1ccccc12,-12,0%,5%,2%,?,-2
COCCCn1c(C)csc1=Nc1cccnc1,1,5%,4%,-25%,-10%,-2
O=C(CSc1nnc(-c2cccnc2)o1)Nc1ccccc1Br,-5,86%[activator],-5%,-2%,8%,-5
COc1ccc([C@@H]2[C@@H]3C(=O)N(C(C)(C)C)C(=O)[C@@H]3[C@]3(Cc4ccccc4)C(=O)N(c4cccc(F)c4)C(=O)N23)cc1,nt,?,nt,-4%,9.3µM*,nt
NS(=O)(=O)c1ccc(CCNC(=O)C(=O)NCC2OCCN2C(=O)c2ccc3c(c2)OCO3)cc1 (stereo unspecified),-9,6%,0%,0%,-2%,12
CCOC(=O)N/N=C\c1ccc(OC/C=C/c2ccccc2)cc1,18,?,5%,2%,?,12
CC(C)COc1ccc(C(=O)NNC(=O)c2ccc(=O)[nH]c2)cc1,nt,3%,nt,-12%,28%,nt
COc1cccc(OCC(=O)NNC(=O)c2ccc(-c3ccccc3)cc2)c1,-11,-4%,5%,-7%,0%,-5
O=S(=O)(NCc1ccco1)c1ccc(Cl)nc1,12,7%,3%,0%,-1%,-4
C[C@H]1C(c2ccccc2)=NN(c2ccccc2)[C@@H]1CO,i,nt,-7%[89.2 µM],nt,nt,20
COc1cc(/C=N/NC(=O)c2sc3nc(C)cc(C)c3c2N)ccc1O,13,?,2%,-1%,?,1
COc1ccccc1CNC(=O)CN1C(=O)NC(C)(c2ccc(C)cc2)C1=O (stereo unspecified),-2,-11%,-6%,-13%,12%,-3
O=C(CN1CCN(c2ccc(Cl)cc2)CC1)NCc1ccccc1,-6,10%,5%,0%,-6%,-4
CCOc1ccc(S(=O)(=O)N(C)c2ccc(OCC(=O)N3c4ccc(C)cc4C4CN(C)CCC43)cc2)cc1 (stereo unspecified),-6,?,-11%,-1%,?,8
COc1ccc2[nH]cc(C(=O)CN3CCCCC3)c2c1,3,-15%,3%,4%,?,27*
OCCCNC(=S)Nc1ccc(Br)cc1Cl,34*,47%[activator],2%,3.2µM*,58%[activator],21*
O=C(c1cnc2sccn2c1=O)N1CCc2ccccc2C1,23,28%,?,-11%,2%,21
COc1ccc2oc(C(=O)Nc3cccc(S(=O)(=O)N4CCOCC4)c3)c(C)c2c1,nt,?,nt,-2%,0%,nt
CCCNC(=O)Nc1cccc(NC(C)=O)c1,-1,0%,1%,-2%,38%[activator],-2
CCN(CC)S(=O)(=O)c1ccc(N2CCOCC2)c(NC(=O)C2CSC3(C)CCC(=O)N23)c1 (stereo unspecified),-6,0%,7%,4%,10µM*,11
